RGS4 inh: inhibitors of human regulator of G protein signaling 4 | P49798 | Transcreener GDP fluorescence polarization, RGS4-accelerated GTP hydrolysis | Potency, µM (highest dose often 114 µM), without a hit: top-dose activity change, negative = inhibition, usual class: inhibitors | 0.039% of 390,000 active; note: % is set by controls: 0 for no effect and ±100 for the full control effect; nearly all actives have a fitted effect of over 75% in size; some results filed as inactive show a strong effect at the top dose
Target sequence (P49798 whole entry, looked up): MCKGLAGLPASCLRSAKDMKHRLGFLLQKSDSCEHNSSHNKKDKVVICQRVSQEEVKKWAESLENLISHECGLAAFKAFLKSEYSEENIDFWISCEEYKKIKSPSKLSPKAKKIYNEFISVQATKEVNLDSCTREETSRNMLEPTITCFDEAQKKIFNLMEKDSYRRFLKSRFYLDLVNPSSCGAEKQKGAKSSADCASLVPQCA
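MLSMR compounds (23 nl, pin-transferred) preincubated 10 min at room temperature with a 500nM (2x) first reagent, then RGS4 at 900nM (2x) plus Transcreener GDP mix added; fluorescence polarization (620/688 nm) read before and after 90 min at 30 °C.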
IDH1 R132H inh: human IDH1 R132H inhibition; O75874; IDH1-R132H enzyme, NADPH consumption, diaphorase/resazurin fluorescence; Potency, µM (titrated, usually from 76.6 µM), inactives show top-dose activity change, negative = inhibition, most hits filed as inhibitors; 0.093% of 390,000 active; AID 602179; note: % is set by controls: 0 for no effect and ±100 for the full control effect; nearly all actives have a fitted effect of over 65% in size
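IDH1-R132H (0.5 ug/mL) preincubated 30 min with compound, then NADPH (0.016 mM) and alpha-KG (2 mM) added; 80 min at RT, pH 7.5. Remaining NADPH coupled via diaphorase/resazurin to fluorescence (540/590 nm); concentration-response curves normalized to no-enzyme control.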
USP1 inh: inhibitors of human USP1/UAF1 deubiquitinase; recombinant USP1/UAF1, Ub-Rhodamine cleavage fluorescence; O94782; 0.23% of 390,000 active; Potency, µM (highest dose often 57.1 µM), for inactives: at the highest dose activity change, negative = inhibition, most hits filed as inhibitors; note: % is set by controls: 0 for no effect and ±100 for the full control effect; nearly all actives have a fitted effect of over 60% in size; inactives centre near -12
Target sequence (O94782 whole entry, looked up): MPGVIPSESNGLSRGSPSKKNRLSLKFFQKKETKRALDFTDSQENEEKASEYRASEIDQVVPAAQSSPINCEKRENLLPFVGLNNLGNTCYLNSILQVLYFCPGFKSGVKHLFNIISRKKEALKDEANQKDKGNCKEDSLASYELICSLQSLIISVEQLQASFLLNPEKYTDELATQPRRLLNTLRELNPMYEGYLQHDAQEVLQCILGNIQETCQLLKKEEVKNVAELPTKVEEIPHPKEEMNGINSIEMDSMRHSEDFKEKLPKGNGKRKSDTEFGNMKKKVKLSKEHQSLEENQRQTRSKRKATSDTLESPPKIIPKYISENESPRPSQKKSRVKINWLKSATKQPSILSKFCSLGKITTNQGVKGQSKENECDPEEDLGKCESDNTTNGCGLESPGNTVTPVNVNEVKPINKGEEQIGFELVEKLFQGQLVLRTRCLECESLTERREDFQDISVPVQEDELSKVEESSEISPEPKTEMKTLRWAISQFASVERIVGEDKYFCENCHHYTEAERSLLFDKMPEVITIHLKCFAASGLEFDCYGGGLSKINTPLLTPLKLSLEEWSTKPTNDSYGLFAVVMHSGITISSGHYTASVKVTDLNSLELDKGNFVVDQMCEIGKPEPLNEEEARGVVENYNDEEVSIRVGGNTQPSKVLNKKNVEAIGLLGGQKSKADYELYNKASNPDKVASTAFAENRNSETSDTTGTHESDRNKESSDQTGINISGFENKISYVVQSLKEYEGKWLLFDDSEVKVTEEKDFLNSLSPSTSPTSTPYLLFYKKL
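USP1/UAF1 complex (1 nM) preincubated 15 min at room temperature with compound, then Ub-Rho substrate (150 nM final) added. Kinetic fluorescence at 480/540 nm over 6 reads at 60 s intervals; 50 mM HEPES pH 7.8, 0.5 mM EDTA, 0.1 mg/ml BSA, 1 mM TCEP, 0.01% Tween-20.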
Vif-APOBEC3F blk: Vif-A3F binding inhibition; HeLa A3F-eYFP + Vif (tagged APOBEC3F with the HIV-1 protein that degrades it), YFP fluorescence increase; AID 602313; Potency, µM (highest dose often 46.1 µM), for the others: at the highest dose activity, negative = active; 0.2% of 390,000 active; note: % of control where 0% means no effect; nearly all actives have a fitted effect of over 65% in size
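HeLa cells stably expressing A3F-eYFP plus Vif, plated and incubated overnight at 37 deg C, then exposed to compounds overnight at 37 deg C. Blocked degradation read as raised yellow fluorescence (Ex 488/Em 500-530).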
Vif-A3G inh: Vif-A3G binding inhibition; HeLa A3G-eYFP + Vif (tagged APOBEC3G with the HIV-1 protein that degrades it), YFP fluorescence, overnight; Potency, µM (top dose mostly 46.1 µM), without a hit: top-dose activity, negative = active, actives largely listed as inhibitors; 0.076% of 410,000 active; Q9HC16; AID 602310;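 note: % is set by controls: 0 for no effect and ±100 for the full control effect; nearly all actives have a fitted effect of over 60% in size; hits raise eYFP signal because A3G escapes Vif-driven loss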
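Read-out is eYFP fluorescence (Ex 488/Em 500-530) from Vif-expressing HeLa A3G-eYFP cells; more signal means A3G escaped Vif-mediated degradation. Cells plated overnight, compound pinned in, incubated overnight at 37 deg C.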
TrxR1 substrate: rat thioredoxin reductase 1 substrate activity; Potency, µM (top dose mostly 114 µM), inactives show at the highest dose activity change, negative = substrate turnover; 0.01% of 390,000 active; AID 588456; O89049; purified TrxR1 substrate turnover, NADPH consumption readout; note: % is set by controls: 0 for no effect and ±100 for the full control effect; nearly all actives have a fitted effect of over 50% in size
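Rat TrxR1, dispensed at 90 nM, was prereduced with 400 uM NADPH (final) for 5 min at ~22 deg C, then incubated with compound 15 min before 400 uM selenite. A first-read NADPH fluorescence drop versus no-compound background flagged substrates.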
RXFP1 agonist: activates the human relaxin receptor RXFP1 | 0.3% of 370,000 active | Q9HBX9 | HEK293T-RXFP1 cAMP TR-FRET, 30 min; response scale: percent of porcine relaxin response, buffer zero | Potency, µM (series often up to 57.5 µM), for the others: top-dose activation, actives largely listed as activators | AID 2676; note: % is set by controls: 0 for no effect and ±100 for the full control effect; nearly all actives have a fitted effect of over 60% in size; many of its hits are not listed in these tables
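HEK293 cells stably expressing RXFP1, treated 30 min at 37C with compounds plus PDE4 inhibitor Ro 20174; cAMP measured by HTRF TR-FRET. Normalized to buffer and 29 nM porcine relaxin; EC50 by Hill fit.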
rTrxR1 inhibitor: inhibitors of rat thioredoxin reductase 1; O89049; recombinant rTrxR1, NADPH fluorescence consumption, selenite substrate; Potency, µM (titrated, usually from 114 µM), inactives show top-dose activity change, negative = inhibition, most hits filed as inhibitors; 1% of 390,000 active; AID 588453; note: % is set by controls: 0 for no effect and ±100 for the full control effect; nearly all actives have a fitted effect of over 65% in size
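Rat TrxR1 (90 nM in the dispensed reagent) was pre-reduced with 400 uM NADPH for 5 min at room temperature, then incubated with compound for 15 min. After 400 uM selenite was added, NADPH fluorescence (Ex 340/Em 450 nm) was followed for 8 min.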
ALOX12 inh: inhibitors of human 12S-lipoxygenase ALOX12. P18054. purified 12hLO, xylenol orange hydroperoxide absorbance. Potency, µM (doses to about 108 µM), without a hit: at the top dose activity change, negative = inhibition, usual class: inhibitors. 1.1% of 580,000 active. AID 1671190; note: % is set by controls: 0 for no effect and ±100 for the full control effect
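Purified human 12hLO (150 nM final) in 25 mM Hepes, 0.01% Triton X-100, pH 7.0 was preincubated 15 min at room temperature with compound. Then 40 uM arachidonic acid was added, 30 min. Hydroperoxide was read by Fe-XO absorbance ratio 573/405 nm.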
Numbers without * were called inactive; ? = inconclusive; · = no result given; & = joins results of further samples; [ ] = dose if it differs, or a comment. Calls come from the whole dose curve; as a rule, active = well fitted curve in the direction sought with a large enough effect; inconclusive = small, poorly fitted or top-dose-only effect, or another doubt; inactive = no such curve, though single readings can be large; an effect the other way counts as inactive or inconclusive. Potency is the fitted concentration of half-maximal effect. An excerpt; count on the stated rates, not on these rows.

Value order: RGS4 inh, IDH1 R132H inh, USP1 inh, Vif-APOBEC3F blk, Vif-A3G inh, TrxR1 substrate, RXFP1 agonist, rTrxR1 inhibitor, ALOX12 inh
[1] COC(=O)Cc1ccc(NC(=O)c2ccc(Br)o2)cc1
    9%, 5%, -11%, -7%, 7%, -12%, 0.1%, -10%, 0%
[2] COC(=O)c1ccc(S(=O)(=O)NC(C)(C)C)n1C
    -9%, 2%, -6%, -9%, -1%, 8%[57.1 µM], 3.2%, 13%[57.1 µM], 7%
[3] COc1ccc(S(=O)(=O)N(C)CC(=O)Nc2ccccc2C(F)(F)F)cc1Cl
    -5%, 10%, -12%, -5%, 3%, 13%, 4.0%, 13%, -32%
[4] COc1ccc(NC(=O)c2ccccc2Oc2ccccc2)c(OC)c1
    25%, -6%, -1%, 0%, -8%, -15%, 2.9%, -14%, -7%
[5] CSCCC(NC(=O)c1ccc(Cl)cc1)C(=O)OCC(=O)c1ccc[nH]1 (configuration not stated)
    -4%, -1%, -19%, 0%, 0%, -3%, 0.7%, 7%, -12%
[6] O=C(Nc1ccc(S(=O)(=O)C(F)F)cc1)c1ccc2c(=O)n3c(nc2c1)CCC3
    -20%, 7%, -13%, -10%, -1%, -5%, 20%, -10%, -21%
[7] CCOc1cc(C)nc(N2CCC(C(=O)Nc3ccccc3OCC)CC2)n1
    -3%, -4%, -7%, -6%, -1%, -1%, 2.4%, 8%, -16%
[8] O=C(COC(=O)COc1ccccc1)NC1CCCc2ccccc21 (configuration not stated)
    11%, 16%, -17%, 0%, 0%, -3%, -2.6%, 9%, 1%
[9] Cc1nc(C(=O)N2CCCC(Nc3ccc(C)c(C)c3)C2)cs1 (configuration not stated)
    -1%, 4%, -26%, 3%, 0%, 2%, -4.6%, -4%, -19%
[10] CC1=CC(=C(C#N)C#N)c2ccccc2N1C
    23%, 4%, 0%, ?, ?, 2%, -0.2%, 3%, ?
[11] O=C(CC1C(=O)NCCN1C(=O)Nc1ccccc1)Nc1cc(Cl)ccc1Cl (configuration not stated)
    -13%, 1%, 3%, 2%, -6%, -3%, 6.4%, 23%[57.1 µM], -3%
[12] COCCNC(=S)N1CCN(C)CC1
    7%[11.4 µM], 0%, -5%, 3%, -1%, 0%, 0.7%, -3%, -58%
[13] CCOc1cccc(NC(=O)C2CC(=O)N(C)C(=Nc3ccc(F)cc3)S2)c1 (configuration not stated)
    0%, -19%, -27%, -7%, -3%, -16%[57.1 µM], -0.6%, -14%[57.1 µM], ?
[14] O=S(=O)(Nc1cccc(-c2cn3c(n2)SCC3)c1)c1ccc(F)cc1F
    -33%, -10%, -5%, 9%, -1%, -12%, 0.5%, 14%[57.1 µM], -8%
[15] CC(CC(=O)Nc1ccc(F)cc1F)S(=O)(=O)c1ccc2c(c1)NC(=O)CO2 (configuration not stated)
    8%[11.4 µM], 5%, -10%, -15%, 4%, 2%, 0.3%, 30%, -2%
[16] O=C(N=Nc1c(O)[nH]c2ccccc12)c1cc(NS(=O)(=O)c2cccs2)cc(NS(=O)(=O)c2cccs2)c1
    15%, 4%, -3%, -2%, 0%, 4%[57.1 µM], 2.2%, 30%[57.1 µM], -13%
[17] COc1ccc(CNCCC(c2ccccc2)c2ccc3c(c2)OCO3)cc1 (configuration not stated)
    -16%&-18%, 13%&-5%, -14%&-9%, 9%&1%, -7%&-13%, -5%, -1.8%&0.7%, -2%, ?
[18] CCc1cc(C(=O)NNC(=S)NCc2ccccc2)cs1
    -33%, -4%, -15%, -5%, 2%, 1%[57.1 µM], -1.4%, -25%[57.1 µM], -12%
[19] O=C(Nc1ccncc1)c1cncc(Br)c1
    11%, 3%, -9%, -1%, 1%, -2%, 0.4%, -2%, ?
[20] CN(Cc1ccccc1C#N)S(=O)(=O)c1cccs1
    -17%, 11%, -13%, -9%, -7%, 3%, -2.0%, 16%, -1%
[21] O=C(CCc1ccccc1)NNC(=O)Cc1ccc(Cl)cc1
    6%, -3%, -16%, 15%, 0%, 5%[57.1 µM], 3.1%, 8%[57.1 µM], 39%[activator]
[22] CCC(=O)c1cc(F)c(N2CCN(S(=O)(=O)c3ccccc3)CC2)cc1C
    -20%, -2%, -10%, 0%, 1%, -11%, 0.3%, 10%, 4%
[23] O=C(Nc1ccccc1)C1CC(=O)N(C2CCCCC2)C1 (configuration not stated)
    0%, 4%, -1%, 5%, 2%, -10%, 0.4%, 17%[57.1 µM], 0%
[24] CO/N=C(/CNC(=O)c1ccccc1Cl)c1ccc(Cl)cc1
    -16%, 5%, -11%, 2%, -7%, -9%, 0.5%, -11%, 2%
[25] O=C1NC(=O)C(Cc2cccc(Oc3ccccc3)c2)S1 (configuration not stated)
    -2%, -9%, -8%, 1%, 1%, 0%, 1.8%, 8%, ?
[26] Cc1cccc(N2CCN(C(=O)NC3CCCCC3)CC2C)c1 (configuration not stated)
    1%, 0%, -18%, -4%, 1%, -2%, 1.8%, 10%, 10%
[27] O=C(c1cnn(-c2ccc(F)cc2)c1-n1cccc1)N1CCN(c2cccc(Cl)c2)CC1
    -5%, -7%, -25%, 5%, -1%, -2%, 3.2%, 16%, -7%
[28] O=[N+]([O-])c1cccc(/C=N/Nc2nc(N3CCCCC3)nc(N3CCCCC3)n2)c1
    -27%, 3%, -23%, -2%, -1%, -4%, -1.4%, 1%, 9%
[29] COc1ccc2[nH]cc(C(=O)CN3CCCCC3)c2c1
    22%, -1%, -6%, -1%, -1%, -13%, 1.4%, -9%, 82%[activator]
[30] COc1cccc2c1Oc1ncccc1N(c1ccc(C(=O)NCc3ccccc3C)s1)C2
    -3%, 5%, -4%, 10%, -4%, 20%[57.1 µM], ?, 38%[activator][57.1 µM], 1%

Taken from the listing for reference:
Value order: RGS4 inh, IDH1 R132H inh, USP1 inh, Vif-APOBEC3F blk, Vif-A3G inh, TrxR1 substrate, RXFP1 agonist, rTrxR1 inhibitor, ALOX12 inh
[23] O=C(Nc1ccccc1)C1CC(=O)N(C2CCCCC2)C1 (configuration not stated)
    0%, 4%, -1%, 5%, 2%, -10%, 0.4%, 17%[57.1 µM], 0%
[24] CO/N=C(/CNC(=O)c1ccccc1Cl)c1ccc(Cl)cc1
    -16%, 5%, -11%, 2%, -7%, -9%, 0.5%, -11%, 2%
[25] O=C1NC(=O)C(Cc2cccc(Oc3ccccc3)c2)S1 (configuration not stated)
    -2%, -9%, -8%, 1%, 1%, 0%, 1.8%, 8%, ?
[26] Cc1cccc(N2CCN(C(=O)NC3CCCCC3)CC2C)c1 (configuration not stated)
    1%, 0%, -18%, -4%, 1%, -2%, 1.8%, 10%, 10%
[27] O=C(c1cnn(-c2ccc(F)cc2)c1-n1cccc1)N1CCN(c2cccc(Cl)c2)CC1
    -5%, -7%, -25%, 5%, -1%, -2%, 3.2%, 16%, -7%
[28] O=[N+]([O-])c1cccc(/C=N/Nc2nc(N3CCCCC3)nc(N3CCCCC3)n2)c1
    -27%, 3%, -23%, -2%, -1%, -4%, -1.4%, 1%, 9%
[29] COc1ccc2[nH]cc(C(=O)CN3CCCCC3)c2c1
    22%, -1%, -6%, -1%, -1%, -13%, 1.4%, -9%, 82%[activator]
[30] COc1cccc2c1Oc1ncccc1N(c1ccc(C(=O)NCc3ccccc3C)s1)C2
    -3%, 5%, -4%, 10%, -4%, 20%[57.1 µM], ?, 38%[activator][57.1 µM], 1%

Additional structures.
Value order: RGS4 inh, IDH1 R132H inh, USP1 inh, Vif-APOBEC3F blk, Vif-A3G inh, TrxR1 substrate, RXFP1 agonist, rTrxR1 inhibitor, ALOX12 inh
[31] CCOC(=O)[C@@H]1[C@H]2COc3cc(OC)ccc3[C@H]2N2C(=O)N(c3cccc(C)c3)C(=O)[C@]12C
    16%, -12%, -12%, 3%, -6%, 7%, ·, 18%, 17%
[32] O=C(NCCCn1ccnc1)c1cc2ccccc2o1
    2%, -1%, -17%, -1%, 0%, 5%, 2.4%, 19%, -19%
[33] Cc1ccc(N(CC(=O)Nc2cc(Cl)ccc2Oc2ccccc2)S(C)(=O)=O)cc1C
    -11%, 3%, -4%, -11%, 0%, -14%, 2.5%, 20%[57.1 µM], 30%
[34] O=C(c1ccc(-n2cnnn2)cc1)N1CCCCC1
    8%, 0%, 1%, -5%, -1%, 4%, 0.6%, 3%, -19%
[35] O=c1c2ccccc2c(C=Nc2cccc(S(=O)(=O)NCc3ccco3)c2)c(O)n1-c1ccc(Cl)cn1
    -24%, -1%, -8%, -6%, -5%, -6%, -0.1%, -3%, -11%
[36] CC1=C(C(=O)Nc2cccnc2)C(c2ccc(F)cc2)n2nc(-c3cccc(C)c3)nc2N1 (configuration not stated)
    0%, -5%, 5%, 1%, -4%, 0%, 2.2%, 12%, -9%
